Assay outcomes from PubChem BioAssay.
Mito fusion yeast = qHTS Assay for Small Molecule Inhibitors of Mitochondrial Division or Activators of Mitochondrial Fusion. S. cerevisiae fusion-defective mutant growth rescue, CellTiterGlo 48 h. Potency, µM (series often up to 46.1 µM), inactives show at the highest dose growth rescue (activation), actives largely listed as activators. hit rate 0.23% among 320,000. AID 485298, 2010;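 note: potency is the fitted concentration of half-maximal effect; % of control where 0% means no effect; nearly all actives have a fitted effect of over 45% in size; temperature-sensitive fusion mutants such as fzo1-1 at 37 °C on non-fermentable ethanol glycerol medium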
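S. cerevisiae fusion-defective temperature-sensitive mutants (e.g. fzo1-1, mgm1-5) grown 48 h at 37C in YPEG (ethanol/glycerol non-fermentable) medium with 23 nl compound per well; growth rescue read as CellTiterGlo luminescence.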
TSHR antagonist = Antagonists of the Thyroid Stimulating Hormone Receptor: HTS campaign | Thyrotropin receptor (Homo sapiens), P16473 | TSHR-expressing cells, TSH-stimulated cAMP HTRF, 2 h; active compounds read low | activity change, negative = inhibition, % at 11.5 µM | hit rate 0.2% among 330,000 | AID 504810, 2011;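 active = activity change below a set negative limit, meaning inhibition stronger than a set level, cut at about -70% in these data; inconclusive = activity change between two set negative limits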; note: % is set by controls: 0 for no effect and ±100 for the full control effect
Target sequence (P16473 whole entry, looked up): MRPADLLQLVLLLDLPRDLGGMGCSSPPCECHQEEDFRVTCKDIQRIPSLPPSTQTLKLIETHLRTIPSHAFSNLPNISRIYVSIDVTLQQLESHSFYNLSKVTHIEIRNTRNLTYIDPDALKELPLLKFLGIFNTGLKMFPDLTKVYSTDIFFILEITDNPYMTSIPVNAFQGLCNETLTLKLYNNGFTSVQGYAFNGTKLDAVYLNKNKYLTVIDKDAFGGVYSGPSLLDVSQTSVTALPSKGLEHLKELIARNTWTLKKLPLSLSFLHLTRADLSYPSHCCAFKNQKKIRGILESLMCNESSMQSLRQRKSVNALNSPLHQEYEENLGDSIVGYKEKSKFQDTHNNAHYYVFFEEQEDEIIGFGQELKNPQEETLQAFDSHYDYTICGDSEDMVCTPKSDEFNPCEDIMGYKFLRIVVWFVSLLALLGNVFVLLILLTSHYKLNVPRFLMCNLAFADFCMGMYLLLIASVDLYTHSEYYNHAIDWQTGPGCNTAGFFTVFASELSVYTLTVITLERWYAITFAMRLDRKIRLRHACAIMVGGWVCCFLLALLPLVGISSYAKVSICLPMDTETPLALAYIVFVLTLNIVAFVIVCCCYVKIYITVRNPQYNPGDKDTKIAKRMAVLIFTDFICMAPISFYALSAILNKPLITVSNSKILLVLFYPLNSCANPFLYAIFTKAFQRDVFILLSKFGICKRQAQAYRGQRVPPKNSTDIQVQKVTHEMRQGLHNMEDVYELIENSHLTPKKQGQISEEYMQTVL
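TSHR-expressing cells were treated with compounds, then stimulated with TSH at EC80 (4nM final) for 2 hours at 37 deg C. Cellular cAMP was measured by HTRF competition between lysate cAMP and cAMP-d2 for a cryptate-labelled anti-cAMP antibody.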
Menin MLL FP TR = qHTS Assay for Inhibitors Targeting the Menin-MLL Interaction in MLL Related Leukemias: Competition With Texas Red Labeled MLL-derived Mutant Peptide; Menin + Texas Red MLL mutant peptide, fluorescence polarization; Potency, µM (titrated, usually from 61.6 µM), for inactives: top-dose FP activity change, negative = inhibition, most hits filed as inhibitors; hit rate 0.23% among 270,000; active = well fitted inhibition curve with a large enough effect in the polarisation, with a control signal flat, not every such curve was filed as active; inconclusive = small, poorly fitted or top-dose-only effect, or effect the other way, or a change in a side signal; inactive = no such curve, though single readings can be large or run the other way; the % refers to the polarisation; note: potency is the fitted concentration of half-maximal effect; % of control where 0% means no effect; many of its hits are not listed in these tables
BCR signal inh = qHTS Assay to Find Inhibitors of Chronic Active B-Cell Receptor Signaling; AID 493014, 2011; hit rate 0.05% among 340,000; Potency, µM (top dose mostly 46.1 µM), inactives show at the top dose ratio change, negative = lower green/red ratio, most hits filed as inhibitors; ABC-DLBCL IkBa-CBG/CBR reporter, luminescence ratio, 4 h; active = well fitted inhibition curve with a large enough effect in the signal ratio, with a control signal flat, not every such curve was filed as active; inconclusive = small, poorly fitted or top-dose-only effect, or effect the other way, or a change in a side signal; the % refers to the signal ratio;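 note: potency is the fitted concentration of half-maximal effect; plate controls were basal doxycycline-induced cells for no effect and cells given 10 µM MG132 for full effect; MG132 reads +100%, hits lower the ratio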
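Doxycycline induced both beetle luciferases in TMD8 lymphoma cells; IKK-driven degradation limits the IkappaBalpha-fused green signal, while red luminescence normalises for cell number and nonspecific effects. Compounds tested up to 46 uM, 4 hrs.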
USP2a block = qHTS Assay for Inhibitors of Ubiquitin-specific Protease USP2a Using CHOP2 as the Reporter; Ubiquitin carboxyl-terminal hydrolase 2 (Homo sapiens), O75604; USP2 core, Ub-CHOP2 coupled fluorogenic reporter, 485/531; Potency, µM (series often up to 38.3 µM), without a hit: at the highest dose activity change, negative = inhibition, usual class: inhibitors; hit rate 0.01% among 330,000; AID 463254, 2010;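 note: potency is the fitted concentration of half-maximal effect; plate controls were DMSO wells for no effect and full inhibition by NEM control for full effect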
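Cell-free coupled assay: 10nM USP2 core preincubated 30min RT with compound in Tris-HCl pH 8.0/CaCl2/CHAPS buffer, then 25nM Ub-CHOP2 and 25nM reporter substrate; fluorescence (Ex 485/Em 531) read after 60min RT, normalized to NEM inhibition, concentration-response curves fitted.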
Eya2 phos inh = qHTS Assay for Inhibitors of the Phosphatase Activity of Eya2. recombinant Eya2, OMFP fluorescence dephosphorylation (OMFP is methylfluorescein phosphate). Potency, µM (doses to about 76.9 µM), without a hit: top-dose activity, negative = inhibition, usual class: inhibitors. hit rate 0.006% among 330,000; note: potency is the fitted concentration of half-maximal effect; % is set by controls: 0 for no effect and ±100 for the full control effect
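Eya2 (0.2 uM) preincubated 10 min at ambient with compound, then OMFP substrate added at 50 uM; 10 min reaction in 50 mM HEPES pH 7.5, 50 mM NaCl, 5 uM MgCl2, 0.05% BSA, 1 mM DTT. Fluorescence read at Ex 485/Em 525 nm.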
The depositor's hits bear a star; u = inconclusive; x = no result given; & = joins results of further samples. Unless noted, calls come from the whole dose curve; as a rule, active = well fitted curve in the direction sought with a large enough effect; inconclusive = small, poorly fitted or top-dose-only effect, or another doubt; inactive = no such curve, though single readings can be large; an effect the other way counts as inactive or inconclusive. An excerpt, so the mix of outcomes need not match the whole.

item | canonical_smiles | Mito fusion yeast | TSHR antagonist | Menin MLL FP TR | BCR signal inh | USP2a block | Eya2 phos inh
1 | Oc1ccc2c3c1O[C@H]1c4[nH]c5c(c4C[C@@]4(O)[C@@H](C2)N(CC2CC2)CC[C@]314)C[C@@]1(O)[C@H]2Cc3ccc(O)c4c3[C@@]1(CCN2CC1CC1)[C@H]5O4 | u | -20 | u | x | x | 4%
2 | C=CCN(C1=NCCN1)c1c(Cl)cccc1Cl | 4% | 8 | 3%&10% | x | x | -1%
3 | CCCCCCCCCCCCCC(=O)O[C@@H]1[C@@H](C)[C@@]2(O)[C@@H](C=C(CO)C[C@@]3(O)C(=O)C(C)=C[C@@H]23)C2C(C)(C)[C@@]21OC(C)=O (stereo partly specified) | 16µM* | 23 | u | x | x | u
4 | C[Se]C[C@H](N)C(=O)O | u | 10 | 15% | x | x | 1%
5 | CCCN(CCC)CCc1c[nH]c2ccc(C(N)=O)cc12 | u | 17 | -1% | x | x | -3%
6 | CN(N=O)c1ccc(O)c(O)c1 | u | -13 | u | x | x | 7%
7 | NC(=O)COc1c(F)cc(SCCNS(=O)(=O)c2ccccc2)cc1F | 1% | 7 | -17%&1% | x | x | 2%
8 | C[C@]12CCC3C(CC[C@H]4C[C@@H](O)CC[C@]34C)C1CC[C@@]2(O)C(F)(F)F (stereo partly specified) | x | -3 | x | -1% | 0% | -15%

A run of entries from the list above, for reference:
item | canonical_smiles | Mito fusion yeast | TSHR antagonist | Menin MLL FP TR | BCR signal inh | USP2a block | Eya2 phos inh
1 | Oc1ccc2c3c1O[C@H]1c4[nH]c5c(c4C[C@@]4(O)[C@@H](C2)N(CC2CC2)CC[C@]314)C[C@@]1(O)[C@H]2Cc3ccc(O)c4c3[C@@]1(CCN2CC1CC1)[C@H]5O4 | u | -20 | u | x | x | 4%
2 | C=CCN(C1=NCCN1)c1c(Cl)cccc1Cl | 4% | 8 | 3%&10% | x | x | -1%
3 | CCCCCCCCCCCCCC(=O)O[C@@H]1[C@@H](C)[C@@]2(O)[C@@H](C=C(CO)C[C@@]3(O)C(=O)C(C)=C[C@@H]23)C2C(C)(C)[C@@]21OC(C)=O (stereo partly specified) | 16µM* | 23 | u | x | x | u
4 | C[Se]C[C@H](N)C(=O)O | u | 10 | 15% | x | x | 1%
5 | CCCN(CCC)CCc1c[nH]c2ccc(C(N)=O)cc12 | u | 17 | -1% | x | x | -3%
6 | CN(N=O)c1ccc(O)c(O)c1 | u | -13 | u | x | x | 7%
7 | NC(=O)COc1c(F)cc(SCCNS(=O)(=O)c2ccccc2)cc1F | 1% | 7 | -17%&1% | x | x | 2%
8 | C[C@]12CCC3C(CC[C@H]4C[C@@H](O)CC[C@]34C)C1CC[C@@]2(O)C(F)(F)F (stereo partly specified) | x | -3 | x | -1% | 0% | -15%
